High-throughput results: PubChem, Small Molecule Screening Facility, UW Madison
PriA SSB inh – K. pneumoniae PriA-SSBct interaction inhibition; AlphaScreen SSBct-PriA binding, biotinylated peptide; inhibition, % at 33 µM; 430,000 compounds, 0.6% hits; AID 1272365; in the data active = inhibition mostly above about 37%, no sharp cut-off; inactive = mostly below about 20%;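 note: plate controls were negative control peptide for no effect and reference peptide for full effect; strong numbers were not always called active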
* hit, by the source's call; & = joins results of further samples. These rows are one share of the data (hit frequency here may not be typical).

SMILES	PriA SSB inh
COc1cccc(OCC(=O)Nc2ccc3c(c2)CN(C(=O)c2cccs2)CC3)c1	15
Cc1cc(=O)oc2cc(OCC(=O)N3CC4C[C@H](C3)Cn3c4cccc3=O)ccc12	-6
O=C(CSCc1ccccc1)N1CCC(Oc2cccnn2)CC1	4
CC(C)(C)C(=O)NCC#CCOc1ccccc1C(N)=O	-16
COC(=O)c1ccc(C(=O)Nc2ccc3c(c2)nc(C)n3-c2ccccc2)cc1	-13&-12
COCCNC(=O)N[C@H]1CCN(c2ccccn2)C1	0
O=S(=O)(NCCc1csc(-c2ccc(F)cc2)n1)c1ccc(N2CCCCS2(=O)=O)cc1	5
Cn1cccc1CC(=O)NN=Cc1cc([N+](=O)[O-])ccc1Cl	3
Cn1c(=O)c2nc(SCC(=O)Nc3ccc(F)c([N+](=O)[O-])c3)n(C)c2n(C)c1=O	-5
Cc1cc(C(=O)Nc2nc(-c3ccncc3)cs2)on1	-8
CC1CCCC(C)N1N=Cc1ccc(Cl)cc1 (configuration not stated)	-2
O=C(c1cccc(Br)c1)N(CCc1cccs1)C1CCOCC1	-4
COc1ccc(C=O)cc1Cn1c(=O)n(CCCCC(=O)Nc2ccccc2)c(=O)c2ccccc21	7
Cc1cc(C)n(-c2ccc(=O)n([C@@H](C)C(=O)Nc3ccccc3-c3ccc(=O)n(C)n3)n2)n1	-21
O=C(CSc1ncnc2scc(-c3ccc(Cl)cc3)c12)Nc1ccc2c(c1)OCCO2	-8&12
CCOc1ccc(S(=O)(=O)NCc2ccccc2)cc1OCC	-11
Cc1cc(=O)c2c(N)ccc(Cl)c2[nH]1	-4
COc1ccc(C=NNc2ccccc2)cc1Cn1nc(C)c([N+](=O)[O-])c1C	-4
O=C(O)CC1S/C(=N\N=C2\CSC(=O)N2)NC1=O (configuration not stated)	64*
CCOc1ccc(NC(=O)CSc2nccn3nc(-c4cccc5ccccc45)cc23)cc1	-13
CC(C)CN1C(=O)CCc2cc(NC(=O)c3c(F)cccc3Cl)ccc21	-8
Oc1ccc(C=Nn2c(COc3ccccc3)n[nH]c2=S)c(O)c1	16
COc1ccc2nc(-c3ccc(OC)c(NC(=O)Cc4ccc(Cl)cc4)c3)cn2n1	-12
O=C(CSc1ncccn1)NN=Cc1cccs1	-8

Gathered by group: those above with a halogen (9)
SMILES	PriA SSB inh
O=S(=O)(NCCc1csc(-c2ccc(F)cc2)n1)c1ccc(N2CCCCS2(=O)=O)cc1	5
Cn1cccc1CC(=O)NN=Cc1cc([N+](=O)[O-])ccc1Cl	3
Cn1c(=O)c2nc(SCC(=O)Nc3ccc(F)c([N+](=O)[O-])c3)n(C)c2n(C)c1=O	-5
CC1CCCC(C)N1N=Cc1ccc(Cl)cc1 (configuration not stated)	-2
O=C(c1cccc(Br)c1)N(CCc1cccs1)C1CCOCC1	-4
O=C(CSc1ncnc2scc(-c3ccc(Cl)cc3)c12)Nc1ccc2c(c1)OCCO2	-8&12
Cc1cc(=O)c2c(N)ccc(Cl)c2[nH]1	-4
CC(C)CN1C(=O)CCc2cc(NC(=O)c3c(F)cccc3Cl)ccc21	-8
COc1ccc2nc(-c3ccc(OC)c(NC(=O)Cc4ccc(Cl)cc4)c3)cn2n1	-12

(cont.)
SMILES	PriA SSB inh
CO[C@@H](CNC(=O)C(C)(C)Oc1ccc(Cl)cc1)c1ccc(Cl)s1	-21
Cc1ccccc1OCCCCn1nnc2ccccc21	-48
O=S(=O)(Cc1ccc(F)cc1)Nc1ccc2c(c1)CN(S(=O)(=O)c1ccccc1)CC2	3
Cn1cc(C(=O)NCc2cnn3ccccc23)nn1	-7
O=C(CCCSc1ccc(NC(=O)C2CC2)nn1)Nc1cccnc1	-14
COc1ccccc1/C=C/C=Nn1c(-c2ccc(C)cc2)n[nH]c1=S	19
O=C(Cn1ccn(-c2ccc3c(c2)OCCO3)c(=O)c1=O)NCc1ccccc1	-16
CCS(=O)(=O)c1ccc(CC(=O)Nc2nnc(Cc3cccs3)o2)cc1	28
CSc1nnc(C(C)C)c2cnn(-c3ccc(C)c(C)c3)c12	-5
COc1ccc2nc(N(CCn3cccn3)C(=O)c3cc4ccccc4o3)sc2c1	-7&-5
O=C(Nc1nnc(-c2cccs2)o1)c1cccc([N+](=O)[O-])c1	11
CCOC(=O)N1CCC(NC(=O)[C@H]2CCCN(c3ccc(-n4cncn4)nn3)C2)CC1	5
O=[N+]([O-])c1cccc(C(=NN=Cc2ccccc2Br)C23CN4CN(CN(C4)C2)C3)c1	9
CC1CCc2nc(NC(=O)c3sc4ccccc4c3Cl)sc2C1 (configuration not stated)	15
Cc1coc(C)c1C(=O)/C=C/c1cccc([N+](=O)[O-])c1	14
CCOc1ccc(-c2cn3c(CC(=O)NC(C)CC)csc3n2)cc1 (configuration not stated)	-1
CCOC(=O)c1cccc(NC(=O)c2nnn(-c3ccccc3OC)c2-c2ccccn2)c1	-6
O=C(CCCc1ccccc1)Nc1ccc2c(c1)N(C(=O)c1ccco1)CC2	4
COc1cccc(NC(=S)NN=C2CC(C)(C)Oc3ccc(O)cc32)c1	40*
Cc1cccc(OC2CCN(C(=O)Nc3ccccc3C)CC2)n1	1
COc1ccc(C)cc1S(=O)(=O)N1CCN(c2ccc(-c3ccccc3)nn2)CC1	-3
Cc1ccc(S(=O)(=O)N=c2sccn2C)cc1	1
CCOc1cccc2sc(NC(=O)c3cc(C)nn3CC)nc12	19
O=c1cc(C(F)(F)F)nc(SCc2ccccn2)[nH]1	-6
O=C(OC1CN(c2nc3ccccc3s2)C1)c1nc2ccccc2s1	2
Cn1nc(-c2cccc(NC(=O)c3ccc(S(=O)(=O)N4CCCCC4)cc3)c2)ccc1=O	12
Cc1n(CC(=O)c2ccc(Br)cc2)c2ccccc2[n+]1C	3
COc1ccccc1N1CCN(c2nc(Nc3ccc(F)cc3)c3cn[nH]c3n2)CC1	-5
COc1cccc(C=NNC(=O)C(C)Sc2ccccc2)c1 (configuration not stated)	8
CS(=O)(=O)c1ccc(Nc2nc(C(=O)N3CCC(C(N)=O)CC3)cs2)cc1	-4
Cc1cccc(CS(=O)(=O)Nc2ccc3c(c2)OCC(C)(C)C(=O)N3CC(C)C)c1	16
Cn1/c(=N/NC(=O)C2CCCCC2)sc2ccccc21	-1
Cc1ccc(O[C@H]2CCN(C(=O)c3ccc(C)c(F)c3)C2)nn1	-6
O=C(Nc1nc(-c2ccccn2)cs1)c1ccc([N+](=O)[O-])s1	46
Cc1c(Cl)cccc1NC(=O)Nc1cnc(N2CCOCC2)nc1	-2
CCc1ccc2nc(NCc3ccccc3)sc2c1	15
CCOc1ccc2nc(N(CCN(C)C)C(=O)c3ccc(S(=O)(=O)N4CCC(C)CC4)cc3)sc2c1	29
Nc1nnc(C(F)(F)F)o1	-19&10
Cc1cc(NC(=O)Cc2ccc(F)cc2)n(-c2nc(-c3cccs3)cs2)n1	-10
CCOc1ccc(C=NNc2ccccn2)cc1OC	-4
COc1ccc(OC)c(NC(=O)c2nc(SC)ncc2Cl)c1	11
CCc1c(C)nc(SCc2ccc(C(F)(F)F)cc2)[nH]c1=O	1
Cc1cccc(CS(=O)(=O)NCCn2nc(-c3ccccn3)cc2C2CC2)c1	-1
Cc1cc(=O)n(CC(=O)NCc2ccc(F)cc2F)c(N)n1	-10
COCCN(CCOC)S(=O)(=O)c1ccc(C(=O)Nc2nc(-c3ccccc3)c(-c3ccccc3)s2)cc1	-5
CCOC(=O)C1CCc2sc(NC(=O)C3CC(=O)N(c4cccc(Br)c4)C3)nc21 (configuration not stated)	-18
CC(C)(C)C(=O)Nc1nnc(-c2ccc(F)cc2)o1	-11
COc1ccc(-c2noc(-c3cccn(CC(=O)Nc4cccc(Cl)c4C)c3=O)n2)cc1OC	-11

A run of entries of the results above:
SMILES	PriA SSB inh
Cc1cccc(CS(=O)(=O)NCCn2nc(-c3ccccn3)cc2C2CC2)c1	-1
Cc1cc(=O)n(CC(=O)NCc2ccc(F)cc2F)c(N)n1	-10
COCCN(CCOC)S(=O)(=O)c1ccc(C(=O)Nc2nc(-c3ccccc3)c(-c3ccccc3)s2)cc1	-5
CCOC(=O)C1CCc2sc(NC(=O)C3CC(=O)N(c4cccc(Br)c4)C3)nc21 (configuration not stated)	-18
CC(C)(C)C(=O)Nc1nnc(-c2ccc(F)cc2)o1	-11
COc1ccc(-c2noc(-c3cccn(CC(=O)Nc4cccc(Cl)c4C)c3=O)n2)cc1OC	-11

(list continues)
SMILES	PriA SSB inh
O=C(Nc1ccc2c(c1)CN(C(=O)c1ccco1)CC2)c1cc2ccccc2[nH]1	-26
CC(=O)Cn1c(-c2nnco2)cc2ccccc21	23
CS(=O)(=O)N1CCN(c2ccc3nnc(C4CC4)n3n2)CC1	-17
CC(=O)Nc1ccc(CC(=O)N2C3CCC2CC(S(=O)(=O)c2ccccc2)C3)cc1 (configuration not stated)	-13
O=C(NCCCN1CCN(c2ccccc2)CC1)c1ccc(F)cc1Cl	-8
CC(=NNS(=O)(=O)c1ccc(C)c([N+](=O)[O-])c1)c1cc2ccccc2o1	5
Cc1ccc(C(CNC(=O)Cc2ccc(SC(C)C)cc2)N2CCOCC2)cc1 (configuration not stated)	-4
COc1ccc(OC)c2[nH]c(=O)c(CCNC(=O)c3cc(C)cc(C)c3)cc12	12
C[C@](O)(CNC(=O)C(=O)NCCc1ccccc1)c1ccco1	-20
COc1ccc(C(C)=Nn2cnnc2)cc1	1
O=C(Nc1nc2c(Br)cccc2s1)c1ccc(Br)s1	-1
Cc1ccc(C2CC(c3ccccc3NS(C)(=O)=O)=NN2S(C)(=O)=O)cc1 (configuration not stated)	-9
O=C(NCC1COC2(CCCC2)O1)c1ccc([N+](=O)[O-])cc1Cl (configuration not stated)	4
CCOc1ccccc1NC(=O)C(=O)NC(c1ccccc1)c1ccccc1	-13
O=c1cc(-c2ccccc2)ncn1Cc1cccc(Cl)c1	-5
CCOC(=O)c1ccccc1NC(=O)CSc1ncnc2c1cnn2-c1ccc(F)cc1	-1
N#Cc1nccnc1N1CCC(CNS(=O)(=O)c2ccc(Br)s2)CC1	-45
O=C(NCCn1cccc1)C1CCN(c2ccc(-n3cncn3)nn2)CC1	-4
O=C(CC(c1ccccc1)c1ccccc1)NCCCn1ncccc1=O	-11
Cc1ccc2cc3c(nc2c1)N(c1ccc(C(=O)NCc2ccco2)cc1)CC3	-14&-2
Cc1ccc(C(O)=C2C(=O)C(=O)N(CC(C)O)C2c2ccccn2)cc1 (configuration not stated)	16
Cc1ccc(S(=O)(=O)Nc2ccccc2C(=O)Nc2sccc2C#N)cc1	-6
Cn1nc(-c2ccccc2N)ccc1=O	1
O=C(CSc1nc2sc3c(c2c(=O)n1-c1ccc(Cl)cn1)CCCC3)c1ccc2c(c1)OCCO2	-4
O=C(Nc1ccc(C(F)(F)F)cc1)N1CCCSCC1CN1CCOCC1 (configuration not stated)	-9
COc1ccc2c(c1)c1nnc(-c3ccc(C)c(C)c3)c-1cn2Cc1ccccc1OC	-10
O=C(NCC1CCN(c2nc3ccccc3s2)CC1)C(=O)NC1CC1	-2
O=C(c1ccc(S(=O)(=O)N2CCOCC2)cc1)N1CCN=C1SCc1cccc([N+](=O)[O-])c1	-2
CC1CN(C(=O)c2ccccc2[N+](=O)[O-])CCN1C(=O)c1ccccc1[N+](=O)[O-] (configuration not stated)	-7
CC(NC(=O)c1ccc(=O)n(Cc2ccc(F)cc2)n1)c1ccccc1 (configuration not stated)	-14
COC(=O)c1ccccc1-c1ccc(/C=c2\sc3nc4ccccc4n3c2=O)o1	-20
O=C(c1cccs1)N1CCS[C@H]1c1ccc(Cl)c(Cl)c1	-12
O=C(NCCCS(=O)(=O)N1CCN(c2ccccn2)CC1)c1ccc([N+](=O)[O-])o1	-5
CCNc1nc(NCC)n2c(SCC(=O)Nc3cc(=O)n(C)c(=O)n3C)nnc2n1	1
CCOc1ccc(Nc2cc(C(=O)N3CCCCC3)nc3c(OC)cccc23)cc1	20
Cc1cc(NC(=O)CCN2C(=O)/C(=C3\SC(=S)N(CCC(=O)Nc4cc(C)on4)C3=O)SC2=S)no1	-4
COc1ccccc1N1CCN(CC(=O)Nc2ccc(Cl)cc2C(=O)c2ccccc2)CC1	-42&-11
COc1ccc(N2CCN(C(=N)C(C(C)=O)=C(C)O)CC2)cc1	4
O=C(Oc1coc(CSc2nnc(NC(=O)C3CC3)s2)cc1=O)c1ccc(Br)o1	-13
COC(=O)NCC1c2ccccc2CCN1C(=O)OC (configuration not stated)	3
CCN1CCN(c2nc3ccc(OC(=O)c4ccc(Br)cc4)cc3s2)CC1	-4
COC(=O)NN=Cc1c(C)c(C(=O)c2ccc(F)cc2)n2ccccc12	2
O=C(NCCOc1ccc2nnc(-c3cccc(F)c3)n2n1)C1CC1	-11
O=C(NN=C1CCCc2c1[nH]c1ccc(Cl)cc21)c1ccncc1	15
CO[C@@](C)(CNS(=O)(=O)c1ccc2c(c1)CCCC2)c1ccccc1F	-1
Cc1ccc(NC(=O)ON=Cc2ccc(F)cc2)cc1	-9
Cc1cc(-n2ccnc(SCC(=O)NCc3ccccc3)c2=O)ccc1Br	-8&-7
Cc1c(C)n2c(SCC(=O)NCc3ccccc3Cl)nnc2[nH]c1=O	-38
COc1cccc(N2C[C@@H](c3nc4ccccc4n3C)CC2=O)c1	3
CN(C)S(=O)(=O)NCC(Cc1cccc(F)c1)N1CCCC1=O (configuration not stated)	-2
Cc1cc(Nc2ccc(C)c(Cl)c2)nc(-n2nc(C)cc2C)n1	0
COc1ccc(-c2cccs2)nn1	-22
Cc1cccc[n+]1C1C(c2ccc([N+](=O)[O-])cc2)C(C#N)=C(C(C#N)C#N)NC1(O)C1CC1 (configuration not stated)	0
CCOC(=O)Nc1cccc(N2CCCC2=O)c1	-7&3
COc1ccc(C(N)=NO)c(OC)c1	-15
O=C(COc1ccccc1)NCC1CCN(C(=O)c2ccoc2)CC1	-1
O=C(CSc1nnc2ccc(-c3ccccn3)nn12)NCc1ccc(F)cc1	16
CCCN1CCCc2cc(CCNC(=O)c3cccc(OC)c3)ccc21	61*
O=S(=O)(Nc1ccc(F)c(Cl)c1)c1cccc(F)c1	-16
O=C(Cn1ncccc1=O)NC(c1cccnc1)C1CCOCC1 (configuration not stated)	-14
COc1ccc(C=NNC(=O)Nc2nonc2N)cc1	-9
